PriA SSB inh = inhibitors of Klebsiella pneumoniae PriA binding to SSB C-terminal tail; AID 1272365; inhibition, % at 33 µM; hit rate 0.6% among 430,000; AlphaScreen SSBct-PriA binding, biotinylated peptide; in the data active = inhibition mostly above about 37%, no sharp cut-off; inactive = mostly below about 20%;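 note: plate controls were negative control peptide for no effect and reference peptide for full effect; strong numbers were not always called active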
* = called active by the depositor; & = joins results of further samples.

SMILES	PriA SSB inh
COc1ccccc1NC(=O)CC1SC(=NN=C2CCCc3ccccc32)NC1=O (stereo not drawn)	-2
Cc1cc(C(=O)NC[C@](C)(O)c2ccc3c(c2)OCO3)c(C)o1	-13
COc1ccccc1C(CNC(=O)c1cc(Br)cs1)OC (stereo not drawn)	-10
Cc1cc(C)nc(SCC(=O)NN=Cc2cc(C)n(-c3ccccc3C)c2C)n1	-6
COc1ccc(C(=O)NCC(c2cccn2C)N2CCc3ccccc3C2)cc1 (stereo not drawn)	2
O=C(CSc1ccc(F)cc1)Nc1ccc2scnc2c1	5
O=c1oc2ccc(NS(=O)(=O)c3ccc(Cl)cc3)cc2s1	11
Cc1[nH]c2ccccc2c1C(Nc1ccccn1)c1cccc(Br)c1 (stereo not drawn)	6
O=C(COc1ccc(Cl)cc1Cl)N1CCC(COCc2ccccc2)CC1	-8
COC(=O)Nc1ccc2c(c1)N(C(=O)c1ccccc1)CCC2	7
CCCN1CCCc2cc(CCNC(=O)C(=O)NCc3ccccc3)ccc21	43
O=S(=O)(C[C@H]1CCCN1S(=O)(=O)c1cccs1)c1ccccc1	-10
CS(=O)(=O)N1CCC(CNC(=O)CSC2CCCC2)CC1	-7
COCCNC(=O)Nc1c[nH]c2ccccc12	-1
COc1ccc(Cl)cc1C(=O)N1CCC(Oc2cnccn2)C1 (stereo not drawn)	-1
Cc1ccccc1Nc1nnc(CC(=O)NCc2cccc(C(F)(F)F)c2)s1	2
CC(=O)c1ccc(NS(=O)(=O)c2cc([N+](=O)[O-])c(C)cc2C)cc1	2
Cc1ccc(/C=C(\C#N)C(=O)Nc2ccccc2Cl)o1	1
CC(=NNC(=O)c1ccc(Cn2cc(Br)cn2)o1)c1ccc(NC(=O)c2ccoc2C)cc1	13
CC1CC(C)CN(S(=O)(=O)c2ccc(C(=O)Nc3sccc3C#N)cc2)C1 (stereo not drawn)	2

Copied from the list:
Entry of `O=C(CSc1ccc(F)cc1)Nc1ccc2scnc2c1` in PriA SSB inh: 5
Entry of `CC(=O)c1ccc(NS(=O)(=O)c2cc([N+](=O)[O-])c(C)cc2C)cc1` in PriA SSB inh: 2
Entry of `COCCNC(=O)Nc1c[nH]c2ccccc12` in PriA SSB inh: -1

Remaining list, next part
SMILES	PriA SSB inh
Cc1ccc(-c2nn(-c3ccccc3)cc2C=NNS(=O)(=O)c2ccccc2)cc1	11
O=C(NCc1ccc(F)cc1)N1CCN(Cc2nc(-c3cccs3)cs2)CC1	15
COc1ccc(N2CCN(c3ncnc4scc(-c5ccc(Cl)cc5)c34)CC2)cc1	4
O=S(=O)(Cc1cccc(F)c1)NCc1cnn2ccccc12	-4
COc1cc(OC)c(OC)cc1C=NNC(=O)c1cccc(S(=O)(=O)N2CCOCC2)c1	3
O=C(Cc1cc(=O)[nH]c(SCc2cccc(Cl)c2)n1)NCc1ccccc1Cl	-1
CCCS(=O)(=O)N1CCCc2ccc(NC(=O)c3ccc4c(c3)OCO4)cc21	5
COc1ccc(-c2nc(C)c(CCNC(=O)C(=O)Nc3ccccc3C#N)s2)cc1OC	6
CN(C)CCCN(C(=O)c1cc2c(ccc3ccccc32)oc1=O)c1nc2cc3c(cc2s1)OCCO3	66*
O=C(NCCCSc1ccc(Cl)cc1)Nc1ncccn1	-1
Cc1cccc(Cn2cnc3c(cnn3CCNC(=O)C3CC3)c2=O)c1	-15
O=C1CCc2cc(NC(=O)C3CCCO3)ccc2N1 (stereo not drawn)	18
O=C(COc1ccccc1F)N1C2C=CCC1CC2 (stereo not drawn)	-4
CCc1ccc(OCC(=O)NN=C(C)c2ccc(O)cc2O)cc1	8
CC(=O)Nc1c(N)[nH]c(=S)[nH]c1=O	-16
COc1cc(C=NNC(=O)c2cnccn2)cc(OC)c1OC	-5
Cc1ccc(OC2CCN(C(=O)c3ccc[nH]c3=O)CC2)nn1	-19
Cc1cc(S(=O)(=O)N2CCN(c3ccc(-c4ccc(Cl)cc4)nn3)CC2)ccc1F	-9
COc1ccc(Cl)cc1NC(=O)NCCOc1cc(N2CCOCC2)ncn1	-5
O=C(Cn1nc(C(=O)N2CCOCC2)cc1C1CC1)NCc1ccc2c(c1)OCO2	-18
COc1ccc(NC(C)C(=O)NN=Cc2ccc([N+](=O)[O-])s2)cc1 (stereo not drawn)	26
O=C(NCc1ccc(F)cc1)C(=O)Nc1ccc(Cl)c(N2CCCS2(=O)=O)c1	-4
COc1ccc(NC(=O)Nc2cccc(-c3ccc(N4CCCC4)nn3)c2)cc1	13
CCOC(=O)c1c(NC(=O)CCc2ccc(-c3ccccc3)o2)sc(C)c1C	-12
COc1ccc(-c2nnc(N)o2)cc1OC	-3
COc1ncc(NS(=O)(=O)c2ccccc2Cl)cn1	-11
N#Cc1c(NC(=O)C2CC2)sc2c1CCC2	-4
O=C(NCCc1ccccc1)C(=O)NCCN1CCN(c2ccccc2F)CC1	-10
Cc1[nH]c2ccccc2c1C(=O)CSc1nc2scc(-c3ccco3)c2c(=O)n1-c1ccccc1	-19&-2
COc1ccc(S(=O)(=O)NCCNc2cc(N3CCCC3)cnn2)cc1C	-9
COc1ccc(-n2c(=S)[nH]c3cc(C(=O)NCc4ccc(F)cc4)ccc3c2=O)cc1	0
O=C1CC(N2CCCCC2)C(=O)N1c1ccc(Br)cc1 (stereo not drawn)	1
COc1ccc(NC(=O)CN2CCC(COCc3ccccc3)CC2)c(OC)c1	-2
COc1cccc(C=NNC(C)=O)c1OC/C=C/c1ccccc1	-15
Cc1cc(C)n(C(=O)c2ccc(Cl)c(S(=O)(=O)N3CCCCCC3)c2)n1	-7
O=C(COCc1ccccc1)NC[C@H]1Cc2ccccc2CO1	-4
O=C1OC2(CCN(C(=O)COc3ccccc3F)CC2)c2ccccc21	-10
CC(C)N1CCc2c(sc(NC(=O)C(c3ccccc3)c3ccccc3)c2C#N)C1	-20
Cc1nc(OC(C)C)cc(N2CCN(C(=O)c3cccs3)CC2)n1	-12
COC(=O)NC(=C(Cl)Cl)[P+](c1ccccc1)(c1ccccc1)c1ccccc1	14

4 records picked at random from those above:
SMILES	PriA SSB inh
Cc1nc(OC(C)C)cc(N2CCN(C(=O)c3cccs3)CC2)n1	-12
COc1ccc(-n2c(=S)[nH]c3cc(C(=O)NCc4ccc(F)cc4)ccc3c2=O)cc1	0
COc1ccc(NC(=O)CN2CCC(COCc3ccccc3)CC2)c(OC)c1	-2
O=C1OC2(CCN(C(=O)COc3ccccc3F)CC2)c2ccccc21	-10

More compounds:
SMILES	PriA SSB inh
O=S(=O)(NCCNc1ccc(Nc2cccnc2)nn1)c1ccccc1C(F)(F)F	-6
CCON=Cc1ccc(OC)c(Oc2nc(OC)cc(OC)n2)c1	-17
COc1ccc(NC(=O)Cc2cc(=O)[nH]c(SCc3cccc(Cl)c3)n2)c(OC)c1	0
CCOC(=O)CSc1nnc(NC(=O)NC(C)(C)C)s1	-16
O=C(CSc1nc2c(c(=O)n1-c1ccc([N+](=O)[O-])cc1)SCC2)N1CCCc2ccccc21	-5
CCN1C(=O)Cc2cc(NS(=O)(=O)c3ccc(Cl)s3)ccc21	18
CC1=NNC(=O)C1CCC(=O)NN=Cc1cccc(Cl)c1 (stereo not drawn)	2
N#Cc1ccc(CSc2nccc(-c3ccc4c(c3)OCO4)n2)cc1	-2
Cc1c(C=NO)c2ccccn2c1C=O	0
CON=Cc1ccc(OC)c(Oc2nc(OC)cc(OC)n2)c1	-17
COc1ccc2nc(-n3nc(C)cc3NC(=O)[C@@H]3COc4ccccc4O3)sc2c1	-6
Cc1ccc2cc(C=NNC(=O)c3ccccc3[N+](=O)[O-])c(Cl)nc2c1	-5
COC(=O)C=C1NCCSC1=O	-9
O=[N+]([O-])c1ccc2c(c1)C(c1ccccc1)=Nc1ccc([N+](=O)[O-])cc1C(c1ccccc1)=N2	34
NC(CS(=O)(=O)c1ccccc1)=NOC(=O)c1ccc(F)cc1	2
O=C(Nc1ccccc1-c1nc2ccccc2[nH]c1=O)c1ccc(Br)o1	-5
CCOC(=O)c1sc(NC(=O)c2ccc3c(c2)CCCC3)c(C#N)c1C	-15
O=C1CSC(=NN=Cc2cccs2)N1	6
Cc1nnsc1C(=O)N1CCC(n2ccnn2)C1 (stereo not drawn)	-2
COc1cccc(C(=O)NCC(c2cccc3ccccc23)N(C)C)c1OC (stereo not drawn)	5

In the list so far, these have a cyano group:
SMILES	PriA SSB inh
Cc1ccc(/C=C(\C#N)C(=O)Nc2ccccc2Cl)o1	1
CC1CC(C)CN(S(=O)(=O)c2ccc(C(=O)Nc3sccc3C#N)cc2)C1 (stereo not drawn)	2
COc1ccc(-c2nc(C)c(CCNC(=O)C(=O)Nc3ccccc3C#N)s2)cc1OC	6
N#Cc1c(NC(=O)C2CC2)sc2c1CCC2	-4
CC(C)N1CCc2c(sc(NC(=O)C(c3ccccc3)c3ccccc3)c2C#N)C1	-20
N#Cc1ccc(CSc2nccc(-c3ccc4c(c3)OCO4)n2)cc1	-2
CCOC(=O)c1sc(NC(=O)c2ccc3c(c2)CCCC3)c(C#N)c1C	-15

The list continues:
SMILES	PriA SSB inh
Cc1cc(NN=Cc2ccccc2O)nc(N2CCOCC2)n1	9
CCOC(=O)CNC(=O)C1CN(C(=O)c2ccc3c(c2)OCO3)C1	-4
O=C(Nc1ccc(Cl)c(C(F)(F)F)c1)N1CCN(c2cc(-n3cccn3)ncn2)CC1	-20
COc1ccc(Cl)cc1S(=O)(=O)NCC(c1cccn1C)N1CCCC1 (stereo not drawn)	-11
C[C@H]1CCc2sc(NC(=O)c3ccccc3Br)c(C(N)=O)c2C1	-4
CCN(CC)CCNC(=O)C(=O)Nc1ccccc1C#N	-15
O=C(CSc1nnc(NC(=O)COc2ccc(Cl)cc2Cl)s1)Nc1nccs1	-3
CN(C)CCCN(C(=O)/C=C/c1ccccc1)c1nc2ccc(Cl)cc2s1	17
COc1ccc(OC)c2[nH]c(=O)c(CCNC(=O)c3ccco3)cc12	1
O=C(c1ccc2nsnc2c1)N1CC(Oc2nccs2)C1	-1
CC(=NNc1cccc2ccccc12)c1c(O)n(Cc2ccccc2)c(=O)[nH]c1=O	18
Cc1ccc(C)c2sc(N(C)CC(=O)NCc3ccccn3)nc12	-5
Cc1ccc(S(=O)(=O)CCCC(=O)Nc2nc3ccc4sc(C)nc4c3s2)cc1	-8
O=S(=O)(c1cccc2cccnc12)N1CCC(Oc2ncccc2Br)CC1	-15
COc1cc(Nc2ccc(NC(=O)Nc3ccc(C)c(F)c3)cc2)nc(C)n1	-11
O=C(CSc1nccn2nc(-c3ccc(Cl)cc3)cc12)N1CCN(c2ccccc2F)CC1	-19
COc1ccc(C(=O)Nc2nnc(-c3cc(OC)ccc3OC)o2)cc1	-2
CN1CCN(NC(=O)NC2CC(=O)N(c3cccc(F)c3)C2)CC1 (stereo not drawn)	2
Cc1cccc(NC(N)=Nc2nc(C)c(Cc3ccccc3)c(=O)[nH]2)c1	-6
O=C(c1ccccc1)c1ccc(CNS(=O)(=O)c2ccc(Br)s2)s1	0
Cc1c(Cl)cccc1NC(=O)CSc1nnc(-c2ccccn2)n1Cc1ccco1	40
NCCc1nc2ccc(F)cc2[nH]1	10
COc1cccc(C=NN2C(=O)NC3(CCCCC3)C2=O)c1O	-5
COc1ccc(Cl)cc1C(=O)NCC(c1ccc2c(c1)CCCN2C)N1CCN(C)CC1 (stereo not drawn)	22
O=C(CCn1cnc2ccccc2c1=O)NCc1cnn2ccccc12	-5
COc1ccc(CCS(=O)(=O)NCC2CCN(c3cnccn3)CC2)cc1	4
Cc1cc(C(=O)NN=C/C=C/c2ccccc2)c(C)o1	-16
Cc1cc(C)n(-c2cc(N3CCN(C(=O)c4c(-c5ccccc5Cl)noc4C)CC3)nc(C)n2)n1	-12
CCOc1cc(C)c(Cl)cc1S(=O)(=O)N1CCN=C1c1ccccc1	-23
O=[N+]([O-])c1ccc(CSC2=NS(=O)(=O)c3ccccc3N2)cc1	-1
COc1ccc(C=NNc2ccc([N+](=O)[O-])cc2)cc1O	-4
CC(C)COc1ccc(S(=O)(=O)Nc2ccc3c(c2)C(=O)Nc2ccccc2O3)cc1	33
COc1ccc(-c2c(NC(=O)c3cccs3)oc3ccc(Cl)cc3c2=O)cc1OC	-7
COc1cc(C(=O)Nc2cccc(-c3ccc(N4CCOCC4)nn3)c2)cc(OC)c1OC	3
O=C(CCCn1nc(-c2ccc(F)cc2)ccc1=O)Nc1nccs1	-10&0
COc1ccc(S(=O)(=O)Nc2ccc3c(c2)N(C(=O)c2ccco2)CC3)c(C)c1	-1
COc1ccc2sc(N(Cc3ccccc3)C(=O)Cc3ccc(S(C)(=O)=O)cc3)nc2c1	4
O=C(Nc1ccc(F)cc1F)N1CCN(c2ccc3nncn3n2)CC1	-7
CCOC(=O)c1ccc(NC(=O)CSc2nnc(-c3cccs3)n2-n2cccc2)cc1	0
N#Cc1cnc2ccc(F)cc2c1N1CCC(C(=O)N2CCC(Cc3ccccc3)CC2)CC1	4
O=C(C1CCCC1)N(Cc1ccco1)C1CCOCC1	-7
Cc1ccc(-c2nn(CCC(=O)O)cc2/C=C2\SC(N)=NC2=O)cc1	11
O=C(Nc1nnc(-c2ccc3c(c2)CCCC3)o1)c1sc2ccccc2c1Cl	-20
O=C(Nc1nc(-c2ccccc2)cs1)c1cc([N+](=O)[O-])ccc1Cl	-2
O=C(CSCc1ccccc1)Nc1nnc(-c2ccc3c(c2)CCCC3)o1	1
NC(=O)c1ccccc1NC=CC(=O)c1ccccc1	-12
O=C(CSCc1cccc(Br)c1)NN=Cc1ccc2c(c1)OCO2	-1
CN(Cc1ccco1)S(=O)(=O)c1ccc(C(=O)Nc2nc3c(s2)CSc2ccccc2-3)cc1	-24&9
O=C(Nc1nccs1)c1ccc2c(c1)OCCO2	4
CO[C@@H](CNC(=O)c1cccc(Br)c1)c1ccco1	-7
CCOC(=O)c1c(-c2ccc(OC)cc2)oc2cc(Br)c(OCC(N)=O)cc12	-12
CCC(C(=O)Nc1cc(-c2cccs2)nn1-c1nc(C)c(C)c(=O)[nH]1)c1ccccc1 (stereo not drawn)	6
Cn1cc([N+](=O)[O-])c(C(=O)NN=Cc2cc3c(cc2Br)OCO3)n1	17

Reformatted: entries from further up.
| compound | PriA SSB inh |
| --- | --- |
| CCC(C(=O)Nc1cc(-c2cccs2)nn1-c1nc(C)c(C)c(=O)[nH]1)c1ccccc1 (stereo not drawn) | 6 |
| Cc1ccc(-c2nn(CCC(=O)O)cc2/C=C2\SC(N)=NC2=O)cc1 | 11 |

Screening data from PubChem.

These rows are one share of the data; the hit share may differ from the screen's.
